Source: PubChem (several laboratories)
MsrA inhibitor = inhibits bovine methionine sulfoxide reductase A; inhibition, % at 15.5 µM; purified bovine MsrA, absorbance read-out; 360,000 tested, 0.75% active; AID 651718; in the data active means inhibition above about 4.5%;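 further: 0% = vehicle wells with enzyme and 100% = reference inhibitor wells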
FAS TE block = inhibitors of human fatty acid synthase thioesterase domain. P49327. recombinant FAS-TE, OMFH fluorogenic substrate, fluorescence endpoint. inhibition, % at 15 µM. 360,000 tested, 0.67% active;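 active means compounds whose normalised, plate-corrected inhibition of enzyme fluorescence in the single-dose primary screen is 50% or more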;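 further: 0% = DMSO with enzyme and 100% = substrate without enzyme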
SKN-1 block = C. elegans SKN-1 inhibition | C. elegans VP596 Pgst-4::GFP/RFP ratio, acrylamide-induced, 24 h | inhibition, % at 21.8 µM | 360,000 tested, 0.49% active | AID 624304;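 active means interference check ratio from 0.5 to 1.5 plus GFP to RFP signal ratio inhibition reaching or exceeding a fixed threshold, cut at about 30% in these data, passing the limit was not always enough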; further: some compounds called inactive have numbers as strong as hits
MT1-MMP act inh = MT1-MMP (human) activation inhibition. GFP/RFP ratio change, % at 20 µM. 360,000 tested, 0.061% active. P50281. AID 651647. HT1080 RFP-PRO-GFP cells, GFP/RFP ratio fluorescence, overnight; percent of plate control window, DMSO zero;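 active means GFP/RFP ratio change of at least 30% with cell ATP level not reduced by more than half and red fluorescence within 50% of control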; further: strong numbers were not always called active
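system = RFP-PRO-GFP reporter HT1080 cells | dosing = 20 µM single dose, 1% DMSO | timing = overnight cell settling, then overnight compound exposure, 37 °C, 5% CO2 | read-out basis = GFP/RFP fluorescence ratio | controls = DMSO and RFP-L50D-GFP cell wells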
MsrA act = activators of bovine methionine sulfoxide reductase A | purified bovine MsrA, absorbance read-out | activation, % at 10.6 µM | 360,000 tested, 0.3% active; in the data active means activation above about 7.5%;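 further: 0% = vehicle and 100% = reference activator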
TbMetRS inhib = blocks T. brucei methionyl-tRNA synthetase activity. purified T. brucei MetRS, ATP depletion, Kinase-Glo luminescence. inhibition, % at 11.9 µM. AID 624268. 360,000 tested, 0.4% active;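 active means inhibition above a per-plate cutoff of the control wells' mean inhibition plus 3 SD, cut at about 5.5% in these data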;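 further: 0% = DMSO wells median and 100% = median of wells with control inhibitor compound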
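Material – parasite MetRS enzyme · Medium – HEPES-MgCl2-KCl buffer plus DTT, spermine, BSA, pyrophosphatase · Reagent – ATP, methionine and E. coli bulk tRNA substrates · Times – 15 min enzyme-compound preincubation, 2 h reaction, 10 min detection, 25 °C · Measured by – luminescence of leftover ATP · Evaluation – percent inhibition relative to median high and low control wells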
CendR NRP1 mod = modulators of CendR peptide binding to human neuropilin-1; O14786; FAM-RPARPAR peptide binding to NRP-1, fluorescence polarization; inhibition, % at 25 µM; 360,000 tested, 0.85% active; AID 602438;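 active means inhibition or corrected inhibition above about 18%, plus a signal ratio from 0.5 to 1.5, limit read from the data, passing the limit was not always enough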; further: strong numbers were not always called active
MLLE-PAM2 inh = blocks PAM2 peptide binding to the PABP1 MLLE domain; P11940; 360,000 tested, 0.36% active; inhibition, % at 20 µM; AID 588489; GST-MLLE / FITC-PAM2 fluorescence polarization; in the data active means inhibition above about 35%, passing the limit was not always enough;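 further: plate controls were DMSO wells with GST-MLLE for no effect and wells lacking GST-MLLE protein for full effect; some results filed as inactive read as strong as hits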
Target sequence (P11940 whole entry, looked up, the tested form may be a part): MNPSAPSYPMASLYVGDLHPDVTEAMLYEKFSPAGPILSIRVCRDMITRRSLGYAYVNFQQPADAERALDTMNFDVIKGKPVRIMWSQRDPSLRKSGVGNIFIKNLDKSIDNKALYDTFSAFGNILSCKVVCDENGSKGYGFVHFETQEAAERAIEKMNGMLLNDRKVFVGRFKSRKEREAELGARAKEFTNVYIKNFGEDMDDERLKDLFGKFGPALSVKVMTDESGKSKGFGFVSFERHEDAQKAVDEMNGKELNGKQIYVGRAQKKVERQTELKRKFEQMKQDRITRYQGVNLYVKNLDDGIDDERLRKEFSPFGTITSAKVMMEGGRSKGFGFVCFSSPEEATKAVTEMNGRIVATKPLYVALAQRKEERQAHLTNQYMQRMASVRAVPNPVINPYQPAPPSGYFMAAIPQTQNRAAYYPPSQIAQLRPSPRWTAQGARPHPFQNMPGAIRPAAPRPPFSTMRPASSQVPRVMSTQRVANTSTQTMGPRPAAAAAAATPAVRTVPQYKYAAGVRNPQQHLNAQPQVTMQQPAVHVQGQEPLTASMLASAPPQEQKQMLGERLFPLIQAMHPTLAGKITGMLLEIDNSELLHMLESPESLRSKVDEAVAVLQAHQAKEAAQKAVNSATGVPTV
eLon inh = E. coli protease La inhibition. 360,000 tested, 0.42% active. inhibition, % at 7.94 µM. AID 602123. P0A9M0. purified E. coli Lon protease, fluorescence polarization; in the data active means inhibition above about 13%, passing the limit was not always enough;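 further: 0% = enzyme with probe and DMSO and 100% = no enzyme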
* hit, by the source's call; · = not tested or not shown.

SMILES	MsrA inhibitor	FAS TE block	SKN-1 block	MT1-MMP act inh	MsrA act	TbMetRS inhib	CendR NRP1 mod	MLLE-PAM2 inh	eLon inh
NS(=O)(=O)c1ccc(CNC(=O)NC2(c3ccccc3)CC2)cc1	-1.2	-1.7	-20.1	-0.5	3.1	0.2	-20.7	3.6	-14.8
CCOC(=O)c1c(NC(=O)CSc2nnnn2-c2ccccc2)sc2c1CCC(C)C2 (centres undefined)	1.5	15.3	13.0	0.0	-4.7	-0.7	19.2	-5.5	-0.8
CCOC(=O)CCn1c(CC(=O)OCC)nc2ccccc21	-0.8	-5.0	1.3	-1.2	-1.1	0.3	-1.4	2.1	-0.3
CS(=O)(=O)Nc1ccc(C2=NN(C(=O)c3ccco3)C(c3ccccc3)C2)cc1 (centres undefined)	1.8	-5.8	8.3	-4.9	1.3	-0.1	0.7	-6.7	-4.2
CCOC(=O)[C@H]1[C@H]2COc3ccc(Cl)cc3[C@@H]2N2C(=O)c3ccc(Cl)cc3NC(=O)[C@@]12C	-0.1	58.9*	-6.2	-21.3	-6.2	-0.2	7.4	0.8	4.3
CC(C)c1cc2cc3ccc(=O)oc3cc2o1	0.4	-3.7	0.9	-0.4	-3.0	0.1	9.7	8.5	-9.8
O=C(O)CCc1ccc(S(=O)(=O)N2CCOCC2)cc1	-0.3	-0.9	14.2	2.3	-0.1	-0.6	4.8	-4.5	-3.6
O=C(NC1CCCCCC1)c1ccc(CS(=O)Cc2cccc(Cl)c2)o1 (centres undefined)	0.0	2.1	17.1	3.1	-2.0	0.3	2.0	-1.4	-0.9
CCCN(CC(=O)Nc1ccccc1C)C(=O)C1CC(=O)N(c2cccc(C)c2C)C1 (centres undefined)	-1.1	-4.1	8.9	4.2	-3.3	0.2	-15.3	2.8	-5.3
Clc1cccc(N2CCN(c3ncnc4nc[nH]c34)CC2)c1	1.9	-2.3	-16.7	1.9	-1.1	0.1	0.9	7.9	-5.6
CCCCC1Cc2[nH][nH]c(=O)c2C(c2ccc(Cl)cc2)O1 (centres undefined)	-1.2	-22.4	4.6	6.5	-2.4	0.4	15.9	·	-8.3
CC(=O)Nc1ccc(S(=O)(=O)N2CCSC2)cc1	1.0	-3.1	16.2	3.4	-2.8	-1.2	14.8	2.1	9.0
COc1ccc2occ(NC(C)=O)c2c1	0.1	-7.0	-1.9	-6.3	2.7	-0.2	9.7	-6.8	8.1
Nc1c(C(=O)Nc2ccc3c(c2)OCCO3)nnn1Cc1ccc(F)cc1	-0.7	-6.6	-3.0	5.2	-0.5	-0.3	8.4	6.5	4.4
COc1ccc(CCN(C)C2CCCN(S(=O)(=O)C(C)C)C2)cc1OC (centres undefined)	-0.5	-4.3	18.7	1.4	-2.3	-0.5	0.0	0.0	0.6
O=C(O)c1ccccc1S(=O)CCO (centres undefined)	0.4	-4.0	23.0	-0.3	-1.8	-0.1	21.9	11.6	-0.2
Cc1ccc(CSc2nnc(-c3cccc4ccccc34)o2)cc1	-0.5	24.7	-5.7	-2.1	-0.1	-0.3	4.5	1.8	-9.0
CCOc1ccccc1NC(=O)COC(=O)C1COc2ccccc2O1 (centres undefined)	2.0	-4.0	-3.4	4.6	-1.6	-0.4	6.9	-11.8	-1.1
COc1ccccc1/C=C/C=N/n1c(-c2ccc(C)cc2)n[nH]c1=S	2.0	6.4	7.6	2.7	-3.8	-1.1	-6.0	-42.7	-40.3
COc1ccc(OC)c(Nc2nc(-c3c(C)nc4ncccn34)cs2)c1	0.1	-6.7	2.3	13.2	-3.3	-0.5	-0.6	-11.0	-1.9

Reformatted: 2 of the compounds above
Structure: Cc1ccc(CSc2nnc(-c3cccc4ccccc34)o2)cc1
- MsrA inhibitor: -0.5
- FAS TE block: 24.7
- SKN-1 block: -5.7
- MT1-MMP act inh: -2.1
- MsrA act: -0.1
- TbMetRS inhib: -0.3
- CendR NRP1 mod: 4.5
- MLLE-PAM2 inh: 1.8
- eLon inh: -9.0
Structure: CCOc1ccccc1NC(=O)COC(=O)C1COc2ccccc2O1 (centres undefined)
- MsrA inhibitor: 2.0
- FAS TE block: -4.0
- SKN-1 block: -3.4
- MT1-MMP act inh: 4.6
- MsrA act: -1.6
- TbMetRS inhib: -0.4
- CendR NRP1 mod: 6.9
- MLLE-PAM2 inh: -11.8
- eLon inh: -1.1

Continuation.
SMILES	MsrA inhibitor	FAS TE block	SKN-1 block	MT1-MMP act inh	MsrA act	TbMetRS inhib	CendR NRP1 mod	MLLE-PAM2 inh	eLon inh
CC(C)(C)n1ncc2c(=O)n(Cc3c(F)cccc3Cl)cnc21	-0.6	9.5	-7.7	-4.4	1.5	0.1	10.0	-6.2	2.1
Cc1cccc2c(SCC(N)=O)nc(-c3ccccc3)nc12	0.2	1.2	8.1	-1.0	-4.6	-1.5	-12.3	8.9	10.7
CC(NC(=O)c1cc(S(=O)(=O)N2CCCC2)ccc1Cl)c1ccccn1 (centres undefined)	-0.7	-7.9	0.3	-1.5	-2.2	-0.1	-7.4	9.2	-0.8
COc1ccc(-n2c(SCC(=O)NC3CC3)nc3ccccc3c2=O)cc1OC	0.0	-7.9	-1.5	1.3	1.4	-0.6	13.4	8.9	0.9
O=C(C1=C[C@H](C2CC2)C[C@H](OCc2ccc(CO)cc2)O1)N1CCN(Cc2ccc3c(c2)OCO3)CC1	0.7	-7.3	-8.0	5.0	-6.8	0.0	9.5	5.8	0.9
O=C(Nc1c2c(nn1-c1ccc(F)cc1)CS(=O)(=O)C2)c1ccc(Br)o1	-0.8	-6.0	13.5	2.7	-1.9	0.1	3.4	-0.4	14.1
COc1ccc(/C=C/C(=O)OCC(=O)NC2CCCCCCC2)cc1	0.0	15.5	15.8	0.4	-0.8	-0.1	-8.2	-45.0	0.7
COc1ccc(OC)c(/C=C2\Oc3cc(OCC(=O)N4CCC(C(=O)O)CC4)ccc3C2=O)c1	3.7	-2.7	-3.4	-4.6	-1.1	0.1	-42.9	-58.5	-7.1
O=C(N[C@@H]1c2ccccc2CC[C@@H]1OCc1ccccc1)c1ccc(-c2ccccc2)cc1	0.1	16.6	5.9	-6.6	-1.1	0.8	-1.2	3.9	-0.6
COc1ccc(/C=C2\CC/C(=C\c3ccc(OC)c(OC)c3)C2=O)cc1OC	1.4	5.2	7.0	-12.3	-7.8	-1.1	5.4	17.4	5.1
CN1/C(=C\C(=O)c2cccnc2)C(C)(C)c2ccccc21	0.3	-4.5	5.8	-1.9	-2.0	0.1	3.6	2.0	-4.2
CCCCCC(=O)NNC(=S)NC(=O)c1ccccc1[N+](=O)[O-]	-1.0	0.2	10.2	6.3	-3.1	-0.6	-13.8	12.2	-11.3
CSc1nnc(CCNS(=O)(=O)c2ccccc2Br)n1C	-0.3	-7.6	-6.2	-0.2	-2.6	-0.4	2.5	-0.2	0.4
Clc1ccc(-c2cn3nc4c(nc3n2)CCCC4)cc1	-0.4	-12.5	25.5	-8.3	-4.9	-0.8	16.5	98.1	6.1
CC(C)(C)OC(=O)C[C@H]1C/C=C\C[C@H](CC(=O)N(CCO)Cc2ccccc2)C(=O)N[C@@H](c2ccccc2)COC1=O	0.0	-2.0	1.1	0.9	0.9	-0.3	6.1	-3.0	3.6
CNS(=O)(=O)c1ccc(NS(=O)(=O)c2ccccc2F)cc1	-1.0	-7.4	-15.5	-1.8	-1.0	-0.1	-17.9	6.5	-6.4
Cc1cccn2c(=O)c(/C=N/O)c(Nc3ccccc3F)nc12	0.3	-5.2	-0.2	-1.8	-3.0	-0.1	0.7	7.1	6.4
COc1cc(OC)cc(C(=O)Nc2ccc(Cn3ccnc3)cc2)c1	-0.3	-5.0	-11.2	1.0	-6.0	-0.1	1.4	-8.2	-2.1
Cc1ccc(N(C(=O)CNC(=O)c2ccco2)C(C(=O)NC2CCCCC2)c2ccncc2)c(C)c1 (centres undefined)	0.5	-5.9	7.1	-3.1	1.1	0.1	6.5	5.3	-2.6
CN(C)/C=N/c1sc2c(c1C#N)CCCC2	2.0	-4.5	9.7	-5.1	-3.6	-0.2	-6.4	16.2	4.3
COc1ccc(N2CCN(C(=S)Nc3ccccc3)CC2)cc1	0.8	-0.5	-0.5	2.5	-2.6	-0.3	10.7	-94.3	1.3
COC(=O)c1c(C)[nH]c(C(=O)/C=C/c2ccc(C)cc2)c1C	0.6	-3.5	2.8	1.7	-3.2	-0.6	1.3	2.4	-2.5
Cc1cc(NC(=O)c2ccoc2C)no1	0.2	-8.9	16.0	-2.7	-4.0	-0.6	0.9	20.8	-12.9
COc1ccc(/C=C(\C#N)c2nc3ccc(C)cc3[nH]2)cc1Oc1ccc(C(F)(F)F)cc1[N+](=O)[O-]	0.8	-16.7	-3.6	-12.2	-4.2	-0.4	-3.6	-8.7	-14.6
O=C(Nc1nc(-c2cccs2)cs1)c1ccco1	1.0	0.2	28.3	2.5	-8.8	-0.5	-8.3	13.8	-7.1
NS(=O)(=O)c1ccc(Nc2nc(-c3ccc4ccccc4c3)cs2)cc1	0.9	26.8	12.0	-6.8	-2.3	1.6	-9.5	15.9	-1.1
Nc1c(-c2ccccc2)c(CN2CCOCC2)nn1-c1ccc(F)cc1	0.6	-8.8	-0.4	-8.4	-3.8	0.2	-3.2	-11.7	-7.9
O=C(NC(=S)NCc1ccccc1)c1ccccc1	-1.8	11.5	-2.7	0.2	-3.0	-0.6	10.8	14.9	-6.5
O=C(NNc1ccc(-c2csnn2)cc1)c1ccccc1C(F)(F)F	0.5	-0.4	-1.4	-0.9	-1.4	-0.5	-0.4	-6.4	5.3
Cc1ccc(OCC(=O)NCCC2=CCCCC2)cc1	0.7	-0.7	0.6	-0.5	-1.6	-0.3	5.3	3.2	-1.8
O=C(NNc1nccc(C(F)(F)F)n1)Nc1cccc(Cl)c1	·	4.5	9.1	-4.5	-2.2	-0.5	-1.0	3.3	5.1
COc1cccc(CN(C)Cc2nc3cc(C(F)(F)F)ccc3c(=O)[nH]2)c1	0.9	3.3	-2.3	0.0	-8.0	-1.4	-0.2	-9.7	-9.5
Cc1ccc(O)c(NC(=O)Cc2ccc3ccccc3c2)c1	0.9	7.0	-9.4	0.2	-2.2	0.5	-1.3	-6.7	-0.2
CCOc1ccc(-c2csc(N)c2C(=O)OC)cc1	0.2	2.8	6.8	12.7	2.9	0.2	7.1	23.8	-1.9
Cc1c(NC(=O)C2CC(c3c(F)cccc3Cl)=NO2)c(=O)n(-c2ccccc2)n1C (centres undefined)	0.6	-11.6	-1.9	6.4	-1.5	-0.8	3.2	-0.3	-2.4
Cn1nc([N+](=O)[O-])c(C(C#N)c2nc3ccccc3n2C)c(Cl)c1=O (centres undefined)	3.3	12.9	10.4	-1.1	-3.3	1.2	27.7*	65.0*	22.0*

Random excerpt: three entries already listed, in no set order.
SMILES	MsrA inhibitor	FAS TE block	SKN-1 block	MT1-MMP act inh	MsrA act	TbMetRS inhib	CendR NRP1 mod	MLLE-PAM2 inh	eLon inh
COc1ccc(/C=C(\C#N)c2nc3ccc(C)cc3[nH]2)cc1Oc1ccc(C(F)(F)F)cc1[N+](=O)[O-]	0.8	-16.7	-3.6	-12.2	-4.2	-0.4	-3.6	-8.7	-14.6
O=C(NC(=S)NCc1ccccc1)c1ccccc1	-1.8	11.5	-2.7	0.2	-3.0	-0.6	10.8	14.9	-6.5
COc1ccc(N2CCN(C(=S)Nc3ccccc3)CC2)cc1	0.8	-0.5	-0.5	2.5	-2.6	-0.3	10.7	-94.3	1.3
